Compound activity from PubChem BioAssay.
MCL1-BIM inh – disrupts human MCL1 binding to BIM-BH3 peptide; Q07820; GST-MCL1 / FITC-Bim-BH3 fluorescence polarization; inhibition, % at 10.9 µM; 320,000 tested, 0.68% active;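 active = inhibition above the mean inhibition of all tested compounds plus 3 SD, set per campaign, cut at about 40% in these data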;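 also: 0% = DMSO wells and 100% = unlabeled Bim-BH3 peptide control; higher means more loss of mP so more displacement of Bim peptide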
GLD-1 TGE inh – GLD-1-TGE RNA interaction inhibition (C. elegans) | Q17339 | purified GLD-1 + fluorescein TGE RNA, fluorescence polarization | inhibition, % at 5.96 µM | 320,000 tested, 0.44% active;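 active = percent inhibition above a per-plate cutoff, the plate mean of test compounds plus 3 SD, cut at about 30% in these data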;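 also: 0% = DMSO wells with GLD-1 and probe and 100% = wells lacking GLD-1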
Target sequence (Q17339 whole entry, looked up): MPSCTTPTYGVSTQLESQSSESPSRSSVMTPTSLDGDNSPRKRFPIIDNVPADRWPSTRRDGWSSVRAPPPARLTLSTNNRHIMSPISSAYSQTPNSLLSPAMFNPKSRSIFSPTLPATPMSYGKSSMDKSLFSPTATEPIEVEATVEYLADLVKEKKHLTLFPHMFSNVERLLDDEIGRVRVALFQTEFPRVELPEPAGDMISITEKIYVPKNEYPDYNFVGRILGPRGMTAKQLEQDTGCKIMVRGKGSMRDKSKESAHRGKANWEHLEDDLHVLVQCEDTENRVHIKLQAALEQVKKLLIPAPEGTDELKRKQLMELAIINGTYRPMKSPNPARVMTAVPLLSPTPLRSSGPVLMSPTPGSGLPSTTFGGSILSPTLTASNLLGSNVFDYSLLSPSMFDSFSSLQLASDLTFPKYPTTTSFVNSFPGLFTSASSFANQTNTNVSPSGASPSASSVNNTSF
MEX-5 binding – C. elegans MEX-5 TCR-2 RNA binding activity; AID 1832; MEX-5/FITC-TCR2 RNA binding, fluorescence polarization; hits give low values; Q9XUB2; activity score (negative = inhibition of binding), % at 10 µM; 300,000 tested, 0.38% active;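 active = inhibition past about -25% in most replicates, and total fluorescence under double the plate's negative control median, limit read from the data; inconclusive = replicates evenly split on the limit, or fluorescence at least double controls; inactive = too little inhibition in most replicates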;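 also: 0% = DMSO and -100% = 5 µM competing unlabeled TCR2 RNA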
AGP1 TOR yeast – yeast TOR pathway AGP1-GFP modulation; 320,000 tested, 0.02% active; GFP response vs DMSO, % at 10 µM; S. cerevisiae AGP1-GFP multiplex flow cytometry, 3 h; GFP as percent of DMSO wells;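 active = GFP response relative to DMSO above a set limit, near screen average plus 3 SD, cut at about 150% in these data; inconclusive = fewer than 70 cells counted for the yeast strain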;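 also: median GFP channel fluorescence of the gated AGP1 strain per well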
GRK2 aptamer HTS – blocks RNA aptamer binding to human GRK2. 330,000 tested, 0.59% active. bead flow cytometry, FAM-aptamer displacement from GRK2. inhibition of aptamer binding, % at 10 µM. P25098;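 active = inhibition of aptamer binding above 40%, roughly 3 SD of noise, on plates passing a quality check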;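 also: median bead fluorescence of bound FAM aptamer so fluorescent compounds give negative values; no value below 0 was filed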
Fam108B counter – blocks mouse Fam108B hydrolase in RBBP9 counter-screen; recombinant Fam108B, FP-Rh probe fluorescence polarization; 300,000 tested, 0.33% active; AID 1947; inhibition, % at 9.51 µM;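 active = inhibition above the screen mean inhibition plus 3 SD, computed separately per campaign, cut at about 18% in these data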;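 also: inhibitors lower polarization as less probe binds the enzyme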
VLA-4 inh – inhibition in a human VLA-4 binding assay | P13612 | VLA-4 expressing cells, ligand binding flow cytometry | inhibition, % (about 7 µM as worked out from the volumes in the protocol) | 330,000 tested, 0.2% active | AID 2557; in the data active = inhibition above about 50%
Bcl-xL primary – Bcl-xL (human) inhibition | Q07817 | GST-Bcl-xL / FITC-Bim BH3 peptide fluorescence polarization | inhibition, % at 10.9 µM | 320,000 tested, 0.7% active | AID 2129;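 active = inhibition above the mean of all tested compounds plus 3 SD, cutoff set per campaign, cut at about 30% in these data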;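 also: 0% = DMSO wells and 100% = unlabeled Bim-BH3 peptide competitor; inhibitors lower millipolarization by displacing the labeled peptide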
Target sequence (Q07817 whole entry, looked up): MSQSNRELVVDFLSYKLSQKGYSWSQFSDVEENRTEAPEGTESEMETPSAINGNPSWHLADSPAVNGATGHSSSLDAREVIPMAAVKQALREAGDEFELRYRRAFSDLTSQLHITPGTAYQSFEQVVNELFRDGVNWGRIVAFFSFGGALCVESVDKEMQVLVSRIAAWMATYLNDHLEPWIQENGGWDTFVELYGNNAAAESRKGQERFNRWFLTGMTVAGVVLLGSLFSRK
CIT2-GFP yeast – yeast TOR pathway CIT2-GFP modulation | S. cerevisiae CIT2-GFP strain, flow cytometry, 3 h; 100 means same as DMSO wells | GFP response vs DMSO, % at 10 µM | 320,000 tested, 0.065% active;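 active = GFP response relative to DMSO above a set limit, near the screen mean plus 3 SD, cut at about 150% in these data; inconclusive = Fewer than 70 cells measured for a yeast strain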;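 also: ratio of well median GFP fluorescence to mean of DMSO wells on the plate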
* hit, by the source's call; ? = inconclusive; . = not tested or not shown; [ ] = dose if it differs, or a comment.

SMILES	MCL1-BIM inh	GLD-1 TGE inh	MEX-5 binding	AGP1 TOR yeast	GRK2 aptamer HTS	Fam108B counter	VLA-4 inh	Bcl-xL primary	CIT2-GFP yeast
CC(C)Cn1c(N)c(C(=O)CSc2ccc3c(c2)OCCO3)c(=O)n(C)c1=O	1	6	-1.3	101	1	-2	-4	4	102
C=CCNC(=S)NN=C1CCCCCCC1	2	-7	-1.6	97	1	2	15	0	93
S=c1[nH]cnc2sc(Nc3ccccc3)nc12	.	.	-20	96	0	.	-6	.	92
COc1ccc(NS(=O)(=O)c2ccc3nc(COc4ccc5ccccc5c4)[nH]c3c2)cc1	-2	-1	2.1	.	0	-76	-3	0	.
Cc1cc(O)c2c(CN3CCN(Cc4ccccc4)CC3)cc(=O)oc2c1	0	-5	1.5	91	2	-1	1	2	85
COc1ccc(S(=O)(=O)N2CCN(CC(=O)Nc3ccccc3Cl)CC2)cc1	10	-4	-2.3	102	5	4	1	1	97
COc1cccc(CNc2nc3nc(C)cc(=O)n3[nH]2)c1	3	4	1.0	108	0	3	-8	6	109
COc1ccc(Cl)cc1C(=O)NNC(=O)CSc1nnc2ccccn12	40*	-8	-1.8	102	1	4	14	5	96
Cn1c(=O)c(=O)n(C)c2cc(S(=O)(=O)N3CCOCC3)ccc21	1	0	0.3	103	1	2	0	5	97
CCOC(=O)c1c(C)n(C)c2c(C)cc(O)c(OC(C)=O)c12	3	1	-1.2	105	0	2	-8	-2	112
CCOC(=O)N1CCN(S(=O)(=O)CCNC(=O)c2ccc(OC)cc2)CC1	-3	5	-1.2	98	0	-1	0	2	84
Cc1ccc(Sc2nnc(-c3ccccc3)cc2C#N)cc1	-2	-6	0.9	99	0	0	6	8	93
CC1(C(=O)NC(=S)NNC(=O)c2ccncc2)CCCCC1	2	5	5.5	156*[may fluoresce green]	0	1	5	3	227*[may fluoresce green]
CC(C)CNS(=O)(=O)c1ccc(CCC(=O)NCCC2=CCCCC2)cc1	3	-1	3.1	124	1	-2	8	4	96
COc1cccc(CC2(CO)CCCN(CC3=Cc4cc(Cl)ccc4OC3)C2)c1 (stereo unspecified)	1	-7	4.5	103	0	-4	3	7	104
O=c1cc(N2CCCCC2)c(-c2ccccc2)nn1Cc1cccc(Cl)c1	-2	8	-1.4	108	6	-1	-24	9	119
CCCNS(=O)(=O)c1ccc(OCC(=O)Nc2ccc3c(c2)OCO3)cc1	-5	4	-4.7	88[may fluoresce violet]	0	-4	2	-7	?
COc1ccc(C(=O)NC(=S)N2CCNC(=O)C2)cc1Br	-11	9	-0.4	101	0	2	-5	-9	90
O=S1(=O)CC/C(=N\O)c2ccccc21	12	12	0.9	105	5	3	-5	3	99
O=C1NC(=O)C(Cc2ccccc2)(c2cccnc2)N1 (stereo unspecified)	-1	6	3.1	95	2	-3	-4	-2	98
Cc1nnsc1S(=O)c1ccccc1Cl (stereo unspecified)	-2	-5	2.8	96	2	-1	8	5	99
COC(=O)c1ccc(-n2cncn2)c([N+](=O)[O-])c1	-5	-3	0.4	102	2	-2	-2	2	106
O=C(NC(=S)NCCC1=CCCCC1)c1ccco1	3	1	1.6	94	0	1	6	5	96
O=C(Cn1c(COc2ccccc2)nc2ccccc21)Nc1cc(Cl)cc(Cl)c1	-1	-4	-0.5	117	0	-7	-2	1	87
COc1ccc(OC)c2c(C)cc(N3CCN(C(=O)c4ccc(Cl)cc4)CC3)nc12	-3	6	-2.9	93	0	6	0	3	96
O=C(Cc1cccs1)NCc1ccccc1F	-1	6	1.0	109	1	0	1	-2	107
CNc1nc2c(Cl)cc(Cl)cc2s1	2	4	1.6	97	0	2	16	6	98
CC1CCCCC1NC(=O)c1ccc(NS(=O)(=O)c2ccc3[nH]c(=O)[nH]c3c2)cc1 (stereo unspecified)	4	2	2.0	114	2	1	-4	4	106
CSc1nncc(-c2ccc(F)c(F)c2)n1	-8	1	0.6	85	0	1	-1	-5	96
Cc1ncc(CN2CCCC(C(=O)Nc3ccc(-c4cscn4)cc3)C2)cn1 (stereo unspecified)	-14	3	-1.2	90	4	-2	-13	-4	98
CC(NC(=O)C1CCC(CNS(=O)(=O)c2ccccc2)CC1)c1ccc2c(c1)OCCO2 (stereo unspecified)	13	10	-1.1	97	3	-2	-4	8	99
CC(=O)c1ccc2c(c1)CC(C)C(=O)N2C (stereo unspecified)	0	-4	-0.9	98	0	3	-2	4	100
O=C(COCc1cc(-c2ccc3c(c2)OCO3)on1)N1CCCCC1	-7	4	-0.3	106	2	1	-3	3	102
CCn1c(O)c2ccc(C(=O)N=NC(=O)c3cccnc3)cc2c1O	10	6	-3.9	.	0	8	-8	5	102
Cc1ccc(-c2nnn(CC(=O)N(Cc3ccco3)C(C(=O)NC(C)(C)C)c3ccc(C)o3)n2)o1 (stereo unspecified)	3	-2	1.6	98	4	1	5	6	95
CCOC(=O)c1nn(-c2ccc(C)cc2)c(C)c1C(C)=O	0	-9	1.4	99	0	-4	-7	1	89
COC(CNC(=O)C(=O)NCC1OCCN1C(=O)c1ccc(Cl)cc1)OC (stereo unspecified)	-4	3	0.4	104	0	-2	-36	0	108
CCOC(=O)CC(=O)CSc1nc(-c2ccc3c(c2)OCO3)cc(C(F)(F)F)c1C#N	-16	-23	-3.9	100	1	-4	.	-1	98
COc1ccc(CCC2CCNCC2)cc1	-6	5	-1.0	102	0	4	14	7	100
O=S1(=O)C[C@@H](O)[C@@H](Nc2ccc(Cl)cc2)C1	4	5	-0.6	98	0	0	15	3	93
CC(=O)c1cc(C#N)c(SCC(=O)Nc2nccs2)nc1C	4	11	-1.5	95	0	1	10	3	93
Cn1c(=O)c2c(nc(N3CCc4ccccc4C3)n2Cc2ccc(Br)cc2)n(C)c1=O	-8	-5	1.3	98	0	-2	1	0	99
c1cncc(-c2nnc(-c3cccs3)o2)c1	0	5	1.1	105	1	0	9	-4	100
COc1ccc(S(=O)(=O)N2CCCC2C(=O)Nc2ccc(C)cc2)cc1 (stereo unspecified)	6	-1	0.5	97	0	3	-2	7	.
COc1cccc(NC(=O)C2CCN(c3cnccn3)CC2)c1	-1	2	-0.8	90	0	-2	-5	4	95
CCOC(=O)C1=C(C)NC(=O)NC1c1ccccc1Cl (stereo unspecified)	3	1	0.4	107	2	2	-4	0	107
COc1ccccc1/C=C/CN1CCOCC1	1	7	-0.7	104	3	-2	3	1	104
CN(Cc1ccccc1)C(=O)CSc1nc2ccccc2c(=O)n1Cc1ccco1	6	1	1.4	101	1	0	-13	-2	100
O=C(O)Cc1sc(Nc2cccc3ccccc23)nc1-c1ccc(F)cc1	.	.	0.7	92	3	.	27	.	87
COc1cc(OC)c2ccc(=O)oc2c1C(CC(=O)N1CCOCC1)c1ccc(N(C)C)cc1 (stereo unspecified)	0	-1	1.1	108	0	2	32	2	100
CCC(CC)C(=O)Nc1nnc(S(=O)(=O)N2c3ccccc3CC2C)s1 (stereo unspecified)	6	8	1.5	101	1	1	36	2	100
CCOC(=O)N1CCN(c2cc(C)c([N+](=O)[O-])cc2F)CC1	-2	-4	2.0	93	1	4	8	3	100
O=C1Nc2ccccc2/C1=C/c1ccccc1Cl	6	-4	0.7	92	4	-2	-16	2	100
Cn1ncc(C#N)c1NC(=O)C1CC(c2c(F)cccc2Cl)=NO1 (stereo unspecified)	-4	3	0.5	110	0	0	10	2	101
CCCC(=O)Nc1nn(C)c2nc3ccc(C)cc3cc12	12	-11	-1.8	69	0	3	-104	9	87
CCCCn1c(=O)[nH]c(=O)c2c1nc(-c1ccc3ccccc3c1)n2CC	2	-5	0.6	92	1	-3	-13	8	103
COC(=O)c1c(NC(=O)C2Cc3ccccc3C(=O)O2)sc2c1CCCC2 (stereo unspecified)	3	0	1.7	106	0	-8	1	9	105
O=C(Nc1cccc(Cl)c1)N1N=CCC1c1ccccc1 (stereo unspecified)	1	4	2.1	94	0	3	-2	0	83
O=C(Nc1ccc(N2CCN(c3ccc(C(F)(F)F)cn3)CC2)nc1)c1cccs1	9	2	0.7	102	3	0	1	3	88
COc1ccc(/C=C/c2cccc[n+]2C)c(O)c1	-9	-52	17	97	0	1	-17	-8	102
CCOC(=O)CSc1cc(=O)n(CC)c2ccccc12	0	4	-0.3	106	0	2	27	7	90
CCn1nnc(NC(=O)C(c2ccccc2)c2ccccc2)n1	-5	4	0.1	110	0	0	20	-3	101
Cc1cccc(NC(=O)c2cccnc2)c1C	6	0	1.3	101	0	2	3	2	102
